USP2a inh: qHTS Assay for Inhibitors of Ubiquitin-specific Protease USP2a Using CHOP2 as the Reporter; Ubiquitin carboxyl-terminal hydrolase 2 (Homo sapiens), O75604; actives 0.01% (n = 330,000); Potency, µM (top dose mostly 38.3 µM), inactives show at the highest dose activity change, negative = inhibition, hits mostly inhibitors; USP2 core, Ub-CHOP2 coupled fluorogenic reporter, 485/531;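 note: potency is the fitted concentration of half-maximal effect; plate controls were DMSO wells for no effect and full inhibition by NEM control for full effect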
Target sequence (O75604 whole entry, looked up): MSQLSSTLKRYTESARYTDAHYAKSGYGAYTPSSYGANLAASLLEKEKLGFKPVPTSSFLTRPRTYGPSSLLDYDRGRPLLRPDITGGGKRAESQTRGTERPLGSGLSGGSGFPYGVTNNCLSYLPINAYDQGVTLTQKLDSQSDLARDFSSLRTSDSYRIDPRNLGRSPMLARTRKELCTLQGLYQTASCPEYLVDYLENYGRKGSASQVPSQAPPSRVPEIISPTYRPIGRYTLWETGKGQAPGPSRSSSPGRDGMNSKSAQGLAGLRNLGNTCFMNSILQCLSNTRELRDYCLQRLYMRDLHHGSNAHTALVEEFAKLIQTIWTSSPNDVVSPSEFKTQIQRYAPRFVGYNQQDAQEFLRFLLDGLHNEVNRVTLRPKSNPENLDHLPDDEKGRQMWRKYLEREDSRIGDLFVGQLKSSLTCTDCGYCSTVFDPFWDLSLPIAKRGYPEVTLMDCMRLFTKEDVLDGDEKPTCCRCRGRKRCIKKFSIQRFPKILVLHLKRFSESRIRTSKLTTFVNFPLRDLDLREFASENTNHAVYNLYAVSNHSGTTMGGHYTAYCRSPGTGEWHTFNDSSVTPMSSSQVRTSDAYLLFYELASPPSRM
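Deubiquitinase activity read as fluorescence (485/531 nm) after Ub-CHOP2 cleavage activates the enterokinase reporter on its substrate; USP2 core 10nM, Ub-CHOP2 and substrate 25nM each, 30min compound preincubation then 60min RT; data normalized to NEM, curves fitted.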
Eya2 phos inh: qHTS Assay for Inhibitors of the Phosphatase Activity of Eya2 | Potency, µM (series often up to 76.9 µM), for inactives: top-dose activity, negative = inhibition, usual class: inhibitors | recombinant Eya2, OMFP fluorescence dephosphorylation (OMFP is methylfluorescein phosphate) | actives 0.006% (n = 330,000) | AID 488837, 2010 | Protein phosphatase EYA2 (Homo sapiens), O00167; note: potency is the fitted concentration of half-maximal effect; % is set by controls: 0 for no effect and ±100 for the full control effect
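Eya2 protein (added as 0.2 uM solution) was preincubated with compound for 10 min at ambient temperature in 50 mM HEPES pH 7.5, 50 mM NaCl, 5 uM MgCl2, 0.05% BSA, 1 mM DTT. OMFP (added at 50 uM) then reacted 10 min; fluorescence read at 485/525 nm.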
TCR act: Activators of T cell receptors: qHTS campaign; AID 504894, 2011; primary human leukocytes, anti-CD3, IL-2 HTRF, 48 h; Potency, µM (doses to about 9.22 µM), without a hit: at the highest dose activation of IL-2 secretion, hits mostly activators; 330,000 tested, under 10 active; note: % of control where 0% means no effect
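Primary human leukocytes receive a-CD3 beads and test compound and are incubated 48 hr. Secreted IL-2 is then assayed by HTRF, measuring 665nm acceptor emission after 320nm excitation of the europium donor.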
TSHR antagonist: Antagonists of the Thyroid Stimulating Hormone Receptor: HTS campaign; TSHR-expressing cells, TSH-stimulated cAMP HTRF, 2 h; active compounds read low; actives 0.2% (n = 330,000); AID 504810, 2011; activity change, negative = inhibition, % at 11.5 µM;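 active = activity change below a set negative limit, meaning inhibition stronger than a set level, cut at about -70% in these data; inconclusive = activity change between two set negative limits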; note: % is set by controls: 0 for no effect and ±100 for the full control effect
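Competitive HTRF cAMP read-out (cryptate anti-cAMP antibody, cAMP-d2; 30 min, room temperature) in freshly harvested TSHR cells. Compounds added before TSH at EC80 (4nM final), followed by 2 hours' incubation at 37 deg C.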
TRPV1 ag: HTS Assay for Compounds that Act as Agonists of the Vanilloid Receptor 1. AID 540275, 2011. TRPV1-expressing cells, Fluo-8 calcium influx, agonist mode. activation, % at 8.33 µM. actives 0.19% (n = 320,000); in the data active = activation above about 80%; inconclusive = between about 30% and that limit; note: 0% is about no effect
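Cells expressing TRPV1 were dye-loaded with Fluo-8 and read kinetically: 10 s baseline, 3 min after compound (agonist portion), then 2 min after EC20 capsaicin (allosteric enhancer portion). Calcium-bound dye fluorescence at 480/520 nm.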
KCNH2 3.1 block: qHTS for Inhibitors of KCHN2 3.1: Mutant qHTS; U2OS KCNH2 3.1, thallium flux FluxOr; active compounds read low; activity change, % (tested at about 1.8 µM); actives 0.95% (n = 340,000); AID 720553, 2013;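 active = maximum activity change below -70%; inconclusive = maximum activity change from -70% to -50%; inactive = maximum activity change above -50%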;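 note: thallium influx rate constant from kinetic fluorescence after stimulation buffer; % is set by controls: 0 for no effect and ±100 for the full control effect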
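Thallium flux read-out: FluxOr dye with Red40 quencher in HBSS/HEPES, 45 min at RT. Rate constants from kinetic reads were normalized to positive and negative DMSO controls. Cells: U2OS virally expressing the 3.1 isoform.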
KCNH2 WT inh: qHTS for Inhibitors of KCHN2 3.1: Wildtype qHTS | AID 720551, 2013 | activity change, % at 1.84 µM | U2OS, BacMam KCNH2, thallium flux FluxOr; active compounds read low | actives 0.37% (n = 340,000);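 active = maximum activity change below -70%; inconclusive = maximum activity change between -70% and -50%; inactive = maximum activity change above -50%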; note: % is set by controls: 0 for no effect and ±100 for the full control effect
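U2OS cells were transduced with wild-type KCNH2 virus (2.03 x 10^8 / mL) for 4 h at room temperature, then cultured overnight at 37 C. Thallium flux was read with FluxOr dye. Rate constants were normalized to DMSO controls.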
A-T KAP1 phos: qHTS Assay for Identifying a Potential Treatment of Ataxia-Telangiectasia; […] A-T fibroblasts, KAP-1 phosphorylation AlphaLISA; neocarzinostatin DNA damage 30 min before lysis; Potency, µM (top dose mostly 57.5 µM), for inactives: top-dose activation, usual class: activators; actives 0.19% (n = 320,000); note: potency is the fitted concentration of half-maximal effect; % of control where 0% means no effect; nearly all actives have a fitted effect of over 45% in size
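ATM-like activity read as KAP-1 phosphorylation via AlphaLISA donor/acceptor antibody pairs after lysis and 6 hr at 25C. Cells were ATM-null patient fibroblasts ([…], hTERT), dosed 60 min, then exposed to the DSB inducer NCS for 30 min.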
Mito fusion act: qHTS Assay for Small Molecule Inhibitors of Mitochondrial Division or Activators of Mitochondrial Fusion. S. cerevisiae fusion-defective mutant growth rescue, CellTiterGlo 48 h. Potency, µM (top dose mostly 46.1 µM), for the others: at the top dose growth rescue (activation), actives largely listed as activators. actives 0.23% (n = 320,000). AID 485298, 2010;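 note: potency is the fitted concentration of half-maximal effect; % of control where 0% means no effect; nearly all actives have a fitted effect of over 45% in size; temperature-sensitive fusion mutants such as fzo1-1 at 37 °C on non-fermentable ethanol glycerol medium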
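Growth-rescue viability read-out: after 48 h at the non-permissive 37C in glycerol/ethanol YPEG, yeast mitochondrial fusion mutants are measured by CellTiterGlo luminescence; compounds (23 nl pinned per well) restoring growth score as division inhibitors or fusion activators.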
ELG1 DNA repair: qHTS screen for small molecules that inhibit ELG1-dependent DNA repair in human embryonic kidney (HEK293T) cells expressing luciferase-tagged ELG1; HEK293T ELG1-luciferase reporter, luminescence, 16 h; DNA damage induced by 5-fluorouridine; Potency, µM (top dose mostly 46.1 µM), for inactives: at the top dose activity change, negative = inhibition, usual class: inhibitors; actives 2.3% (n = 330,000); AID 504467, 2011; note: potency is the fitted concentration of half-maximal effect; % is set by controls: 0 for no effect and ±100 for the full control effect; nearly all actives have a fitted effect of over 55% in size
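HEK293T cells expressing luciferase-tagged ELG1 (2,000/well) received 5-Fluorouridine plus compound or DMSO for 16 hr at 37 °C. Luciferase was read by ONE-Glo luminescence after 30 min at room temperature.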
* = called active by the depositor; ? = inconclusive; / = not tested or not shown; [ ] = dose if it differs, or a comment. Unless noted, calls come from the whole dose curve; as a rule, active = well fitted curve in the direction sought with a large enough effect; inconclusive = small, poorly fitted or top-dose-only effect, or another doubt; inactive = no such curve, though single readings can be large; an effect the other way counts as inactive or inconclusive. This is a subset; the hit share may differ from the screen's.

SMILES	USP2a inh	Eya2 phos inh	TCR act	TSHR antagonist	TRPV1 ag	KCNH2 3.1 block	KCNH2 WT inh	A-T KAP1 phos	Mito fusion act	ELG1 DNA repair
Cc1cc(NC(=O)c2ccccc2NS(=O)(=O)c2c(C)c(C)cc(C)c2C)no1	-1%	0%	-2%	-18	-7	5	-14	/	26%	-29%
Cc1[nH]n(-c2cccc(Cl)c2)c(=O)c1C=NCc1ccco1	-4%	1%	-6%	1	-2	20	/	6%	1%	?
COc1cccc(-c2ccc(C#N)c(SCC(=O)NCCc3ccc(Cl)cc3)n2)c1	6%	-8%	2%[46.1 µM]	-16	1	-14	20	24%	0%	?
O=C1C2C3c4ccccc4C(c4ccccc43)C2c2nc3ccccc3n21 (centres undefined)	-2%	-4%	-1%[46.1 µM]	-31	23	-21	5	0%	1%	16µM*
CCN(C(=O)Cc1cccs1)c1nnc(-c2cccnc2)s1	-2%	-11%	9%	-3	-1	4	-11	4%	0%	?
Cn1c(N)c(C(=O)CSc2nnc(C3CC3)n2-c2ccccc2)c(=O)n(C)c1=O	10%	9%	6%	5	-1	7	-4	1%	-3%	12%
OC(CNC1CCCCC1)COCCOc1ccc(Br)cc1 (centres undefined)	-1%	5%	-1%[46.1 µM]	1	5	8	5	5%	-12%	-1%
COc1cccc(NC2=NCCCCC2)c1	1%	-8%	-64%	-1	2	-9	0	-2%	-6%	-1%
COc1ccc(/C(N)=N/OC(=O)c2ccc(OC)c([N+](=O)[O-])c2)cc1OC	2%	3%	1%	-2	2	7	-6	-1%	1%	5%
CN1C(=O)CC(N2CCN(C(=O)CN3CCCC3)CC2)C1=O (centres undefined)	-1%	-13%	11%	-7	-1	-10	1	-2%	1%	7%
COc1ccc(C(NCC(=O)Nc2c(C)cccc2C)c2ccccc2)cc1 (centres undefined)	-1%	-27%	12%	2	2	-18	1	-4%	11%	-19%
Cc1cc(C)nc(SCC(=O)N2CCOCC2)n1	3%	14%[15.4 µM]	-1%	-6	2	0	-13	17%	-1%	7%
CCOCCCNCc1ccc(OCCC(C)C)c(OC)c1	7%	-5%	-5%	13	3	2	6	1%	-2%	4%
O=C(N/N=C/c1ccoc1)c1ccccc1F	3%	4%	8%	16	-4	-2	-3	0%	-3%	?
O=C(CCn1ccc2cc(S(=O)(=O)N3CCCC3)ccc21)NCc1ccccc1	-1%	-1%	8%	4	29	1	2	-5%	-10%	-3%
CCN(CC)C(=O)Cn1cc(C(=O)C(=O)N2CCCc3ccccc32)c2ccccc21	0%	5%	3%	9	1	12	6	-5%	4%	10%
Fc1ccc2c(c1)C(c1ccncc1)=NNC(c1cccnc1)=N2	3%	13%	3%	6	9	-10	1	6%	0%	-12%
Nc1c(Cl)cc(C2=NCCn3nc4cc([N+](=O)[O-])ccc4c32)cc1Cl	1%	-13%	-5%	-12	0	6	-1	4%	?	?
Cc1nnc(SCC(=O)Nc2ccc(N3CCN(S(C)(=O)=O)CC3)cc2)o1	1%	-6%	-2%	5	1	-13	-22	11%	3%	-5%
CCc1ccc(-n2c(Cc3ccccc3)n[nH]c2=S)cc1	-1%	14%	-5%	-15	-4	0	-6	2%	-11%	0%

An excerpt from above in order of the TRPV1 ag value, rising:
Structure	Eya2 phos inh	TCR act	TSHR antagonist	TRPV1 ag
CCc1ccc(-n2c(Cc3ccccc3)n[nH]c2=S)cc1	14%	-5%	-15	-4
Cc1nnc(SCC(=O)Nc2ccc(N3CCN(S(C)(=O)=O)CC3)cc2)o1	-6%	-2%	5	1
OC(CNC1CCCCC1)COCCOc1ccc(Br)cc1 (centres undefined)	5%	-1%[46.1 µM]	1	5
Fc1ccc2c(c1)C(c1ccncc1)=NNC(c1cccnc1)=N2	13%	3%	6	9

The list continues.
SMILES	USP2a inh	Eya2 phos inh	TCR act	TSHR antagonist	TRPV1 ag	KCNH2 3.1 block	KCNH2 WT inh	A-T KAP1 phos	Mito fusion act	ELG1 DNA repair
Cc1cccc(N2C(=O)c3ccc(C(=O)Nc4ccccn4)cc3C2=O)c1	-1%	1%	10%	25	-1	-11	21	11%	-2%	?
CCCOc1ccc(-c2c(C(=O)N/N=C(\C)COc3ccccc3)nnn2-c2nonc2N)cc1	-1%	9%	-5%	-34	-1	-16	-4	5%	4%	11%
CC(CNCC1CCCO1)COc1ccccc1 (centres undefined)	-7%	-18%	-5%	0	0	3	-2	-1%	-3%	-11%
CC(=O)Nc1ccc(NC(=O)C(C)OC(=O)c2ccc(C)s2)cc1 (centres undefined)	1%	3%	-1%	4	-1	14	3	1%	-6%	14%
CCCCc1ccc(-c2c(C#N)c(N)nc3c2CCCC3)s1	1%	8%	6%	9	-1	-10	-15	3%	7%	-2%
C(=N\Nc1nc2ccccc2[nH]1)/C1CCCCC1	0%	-10%	-4%	-3	-2	32	2	-9%	-7%	5%
COc1cc(CCC(=O)Nc2ccc(S(=O)(=O)N3CCOCC3)cc2)cc(OC)c1OC	0%	8%	-3%	-5	0	2	0	2%	-7%	-22%
CC1Cc2ccccc2N1C(=O)C(C)n1cc(C(F)(F)F)cc(Cl)c1=O (centres undefined)	3%	11%	-2%	-3	28	3	-12	9%	13%	9%
CC(=O)c1ccccc1NC(=O)COC(=O)c1c(C)nn(-c2ccccc2)c1C	-3%	4%	0%	-3	-2	-4	13	5%	8%	0%
COc1cc(C)c(NC(=O)C(=S)N2CCCC2)cc1C	1%	1%	-6%	1	11	-10	6	-1%	-1%	8%
COc1ccc([C@H]2CC(=O)C=C(c3ccc(C)c4ccccc34)C2)cc1	2%	6%	3%	-5	17	-36	0	-14%	27%	?
CCn1cc(/C=C(\NC(=O)c2ccccc2OC)C(=O)N2CCN(C)CC2)c2ccccc21	-1%	2%	2%	-11	1	12	-2	4%	0%	15%
CCC1ON(c2ccccc2)C2c3nc4ccccc4n3CC12 (centres undefined)	7%	3%	-8%	-1	?	0	21	-6%	-27%	14%
Cc1cccc2cc(CN(CCN(C)C)C(=S)Nc3ccccc3)c(=O)[nH]c12	0%	4%	4%[46.1 µM]	37	24	17	16	/	-6%	-29%
O=C(NCC(c1cccs1)N1CCOCC1)c1ccccc1NS(=O)(=O)c1ccc(Cl)cc1 (centres undefined)	1%	5%	-1%[46.1 µM]	-15	3	-5	-17	-1%	0%	?
COC(CNC(=O)c1cnn2c(C)c(Cc3ccccc3)c(C)nc12)OC	-2%	-6%	6%	-18	?	2	-35	9%	-4%	?
COc1ccc(NC(=O)CN(C)CC(=O)N(CC(C)C)c2c(N)n(CC(C)C)c(=O)[nH]c2=O)cc1	4%	7%	4%	/	/	4	2	8%	/	?
O=C(CN1CCOCC1)Nc1ncccn1	2%	0%	0%	-4	2	8	-3	3%	-1%	11%
CC(C)CCNC(=O)CN(Cc1ccccc1)C(=O)CCC(=O)Nc1ccccn1	0%	6%	3%	-8	1	22	-4	-1%	1%	3%
O=C(NCc1n[nH]c(=S)n1-c1cccc(C(F)(F)F)c1)c1ccco1	4%	-9%	0%	-36	-1	-2	2	7%	-1%	-2%
COc1ccc(C2=NN(C(C)=O)C(c3ccccc3)C2)cc1 (centres undefined)	0%	-3%	/	-3	8	10	-4	2%	-1%	?

Two of the compounds above, with bars between the fields.
structure | USP2a inh | Eya2 phos inh | TCR act | TSHR antagonist | TRPV1 ag | KCNH2 3.1 block | KCNH2 WT inh | A-T KAP1 phos | Mito fusion act | ELG1 DNA repair
CC(C)CCNC(=O)CN(Cc1ccccc1)C(=O)CCC(=O)Nc1ccccn1 | 0% | 6% | 3% | -8 | 1 | 22 | -4 | -1% | 1% | 3%
O=C(NCc1n[nH]c(=S)n1-c1cccc(C(F)(F)F)c1)c1ccco1 | 4% | -9% | 0% | -36 | -1 | -2 | 2 | 7% | -1% | -2%

Entries of single compounds as entered above. Screens in order: USP2a inh, Eya2 phos inh, TCR act, TSHR antagonist, TRPV1 ag, KCNH2 3.1 block, KCNH2 WT inh, A-T KAP1 phos, Mito fusion act, ELG1 DNA repair
C(=N\Nc1nc2ccccc2[nH]1)/C1CCCCC1 is listed with 0%, -10%, -4%, -3, -2, 32, 2, -9%, -7%, 5%
CC(CNCC1CCCO1)COc1ccccc1 (centres undefined) is listed with -7%, -18%, -5%, 0, 0, 3, -2, -1%, -3%, -11%
